PGK inhibitor = qHTS Assay to Find Inhibitors of Phosphoglycerate Kinase | PGK/GAPDH coupled, Kinase-Glo luminescence, 60 min | Potency, µM (highest dose often 57.5 µM), without a hit: at the top dose activity change, negative = inhibition, hits mostly inhibitors | 380,000 compounds, 0.043% hits; also: potency is read from the fitted curve at half-maximal effect; % is scaled to controls: 0 for no effect and ±100 for the full control effect; nearly all actives have a fitted effect of over 60% in size
Target sequence (P07378 whole entry, looked up): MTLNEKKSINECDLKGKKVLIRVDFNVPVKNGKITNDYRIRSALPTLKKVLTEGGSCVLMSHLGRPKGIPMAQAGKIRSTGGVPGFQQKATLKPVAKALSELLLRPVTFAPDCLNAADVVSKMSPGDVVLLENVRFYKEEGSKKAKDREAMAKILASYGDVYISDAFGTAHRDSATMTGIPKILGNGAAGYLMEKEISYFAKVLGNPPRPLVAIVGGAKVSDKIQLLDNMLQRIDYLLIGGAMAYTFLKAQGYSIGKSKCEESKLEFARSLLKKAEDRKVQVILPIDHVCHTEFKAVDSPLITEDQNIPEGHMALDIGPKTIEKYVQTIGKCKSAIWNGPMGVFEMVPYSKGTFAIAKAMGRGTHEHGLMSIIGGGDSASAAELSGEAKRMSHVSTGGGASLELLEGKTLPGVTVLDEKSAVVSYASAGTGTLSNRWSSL
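Recombinant glycosomal PGK reaction used 1,3-bisphosphoglycerate generated in-well by GAPDH (100nM final) in 100mM TEA pH 7.6, 5mM MgCl2, 0.01% Tween-20. After 60 minutes at room temperature, ATP was read by Kinase-Glo Plus luminescence end-point.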
Pin1 inh = qHTS Assay to Find Inhibitors of Pin1. Pin1 FP peptide displacement, HiFluor488, 10 min. Potency, µM (doses to about 115 µM), without a hit: at the highest dose activity, negative = inhibition, most hits filed as inhibitors. 390,000 compounds, 0.009% hits; active = well fitted inhibition curve with a large enough effect in the polarisation, with a control signal flat, not every such curve was filed as active; inconclusive = small, poorly fitted or top-dose-only effect, or effect the other way, or a change in a side signal; inactive = no such curve, though single readings can be large or run the other way; the % refers to the polarisation; also: potency is read from the fitted curve at half-maximal effect; % is scaled to controls: 0 for no effect and ±100 for the full control effect
JMJD2A Tudor = qHTS Assay for Inhibitors of JMJD2A-Tudor Domain. AlphaScreen JMJD2A-Tudor / H3K4me3 peptide binding. Lysine-specific demethylase 4A (Homo sapiens), O75164. AID 504339, 2011. 390,000 compounds, 4.4% hits. Potency, µM (doses to about 114 µM), for inactives: at the highest dose activity change, negative = inhibition, most hits filed as inhibitors; also: potency is read from the fitted curve at half-maximal effect; % is scaled to controls: 0 for no effect and ±100 for the full control effect; nearly all actives have a fitted effect of over 50% in size
HP1b binding inh = HTS for Inhibitors of HP1-beta Chromodomain Interactions with Methylated Histone Tails. AlphaScreen HP1-beta / biotin-H3K9me3 peptide binding. Potency, µM (titrated, usually from 114 µM), for inactives: at the top dose activity change, negative = inhibition, most hits filed as inhibitors. 390,000 compounds, 0.56% hits; also: potency is read from the fitted curve at half-maximal effect; nearly all actives have a fitted effect of over 70% in size; inactives centre near 23
Target sequence (P83916 whole entry, looked up): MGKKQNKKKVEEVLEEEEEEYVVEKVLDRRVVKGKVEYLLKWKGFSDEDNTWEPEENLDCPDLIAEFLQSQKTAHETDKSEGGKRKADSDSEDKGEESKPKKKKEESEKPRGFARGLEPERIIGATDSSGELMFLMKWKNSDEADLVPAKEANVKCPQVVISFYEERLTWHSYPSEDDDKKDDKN
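AlphaScreen: HP1-beta (50 nM) preformed 30 min with biotin-H3(1-18)K9me3 peptide (50 nM) in PBS pH 7.4, 0.01% Tween-20. Compound added for 30 min at RT, then streptavidin donor/nickel chelate acceptor beads (10 ug/mL) for 30 min.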
G9a inh = qHTS Assay for Inhibitors of Histone Lysine Methyltransferase G9a | G9a H3K9 monomethylation, AlphaScreen, 2 h | 350,000 compounds, 8.8% hits | Histone-lysine N-methyltransferase EHMT2 (Homo sapiens), Q96KQ7 | Potency, µM (series often up to 102 µM), for the others: at the top dose activity, negative = inhibition, most hits filed as inhibitors | AID 504332, 2011; also: potency is read from the fitted curve at half-maximal effect; % is scaled to controls: 0 for no effect and ±100 for the full control effect; nearly all actives have a fitted effect of over 75% in size
Target sequence (Q96KQ7 913-1193 limits assumed): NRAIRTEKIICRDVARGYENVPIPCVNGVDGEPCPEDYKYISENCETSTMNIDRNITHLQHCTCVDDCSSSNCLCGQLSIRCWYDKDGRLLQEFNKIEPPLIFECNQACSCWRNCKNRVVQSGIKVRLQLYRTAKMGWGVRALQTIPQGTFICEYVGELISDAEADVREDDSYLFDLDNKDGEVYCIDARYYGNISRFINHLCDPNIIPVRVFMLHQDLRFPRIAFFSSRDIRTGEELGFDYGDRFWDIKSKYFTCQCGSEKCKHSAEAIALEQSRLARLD
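Methyltransferase reactions run at room temperature for 2 h (20 nM enzyme, 500 nM biotin-H3K9 peptide, 20 uM SAM) after a 15 min compound preincubation; product detected by AlphaScreen beads and anti-H3K9me1 antibody.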
BAZ2B block = qHTS Assay for Inhibitors of BAZ2B | Bromodomain adjacent to zinc finger domain protein 2B (Homo sapiens), Q9UIF8 | AlphaScreen BAZ2B-H3K14Ac peptide displacement | Potency, µM (doses to about 114 µM), inactives show at the highest dose activity change, negative = inhibition, hits mostly inhibitors | 360,000 compounds, 4.4% hits | AID 504333, 2011; also: potency is read from the fitted curve at half-maximal effect; % is scaled to controls: 0 for no effect and ±100 for the full control effect; nearly all actives have a fitted effect of over 60% in size
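Multi-concentration screen (max 110 uM) measuring displacement of acetylated histone H3 peptide from BAZ2B by AlphaScreen, using 50 nM protein, 50 nM peptide and 10 ug/mL streptavidin donor plus Ni-chelate acceptor beads.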
ERG Ets-DNA blk = qHTS for Small Molecule Inhibitors of the ERG Ets/DNA interaction; 370,000 compounds, 0.028% hits; AID 624246, 2012; fluorescence polarization, His-ERG Ets domain / labelled DNA; Transcriptional regulator ERG (Homo sapiens), P11308; Potency, µM (series often up to 76.9 µM), for the others: top-dose FP activity, negative = inhibition, usual class: inhibitors; active = well fitted inhibition curve with a large enough effect in the polarisation, with a control signal flat; inconclusive = small, poorly fitted or top-dose-only effect, or effect the other way, or a change in a side signal; inactive = no such curve, though single readings can be large or run the other way; the % refers to the polarisation;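 also: polarization taken with two DNA probes labelled with fluorescein and Texas red; potency is read from the fitted curve at half-maximal effect; % of control where 0% means no effect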
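His-tagged ERG Ets domain (1 uM in the protein solution; 300mM KCl, 50mM Tris-HCl, 1mM EDTA, 1mM DTT, pH 7.5) received compound, then a probe mix of 5 nM fluorescein-DNA and 100nM Texas-615-DNA. Fluorescence polarization was read for both dyes.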
GLS inhibitor = qHTS for Inhibitors of Glutaminase (GLS); Glutaminase kidney isoform, mitochondrial (Homo sapiens), O94925; GLS enzymatic activity, qHTS titration; Potency, µM (doses to about 45.5 µM), inactives show at the highest dose activity change, negative = inhibition, usual class: inhibitors; 410,000 compounds, 0.21% hits; also: potency is read from the fitted curve at half-maximal effect; % is scaled to controls: 0 for no effect and ±100 for the full control effect
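Two-point fluorescence kinetic (t0, 30 min RT) for hKGA; glutamate detected via glutamate oxidase–HRP–Amplex Red. Substrate: 1 mM L-glutamine solution; buffer 45 mM KH2PO4, pH 8.2.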
PI4K2A inh = qHTS for small molecular inhibitors of PI4K2A | activity change, negative = inhibition, % at 76.9 µM | AID 1346378, 2018 | Phosphatidylinositol 4-kinase type 2-alpha (Homo sapiens), Q9BTU6 | 420,000 compounds, 0.13% hits | purified PI4K2A, ADP-Glo luminescence, 1 h; hits give low values; in the data active = activity change below about -50%; inconclusive = mostly about -30% to -49%;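 also: -100% = wells without enzyme as full effect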
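PI4K2A activity was measured by ADP-Glo luminescence: enzyme (4 ug/mL stock) and phosphatidylinositol (1.2 mM stock) in Tris pH 7.5/MgCl2/EGTA/Triton X-100 buffer were reacted with ATP (300 microM stock) for one hour at ambient temperature.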
Numbers without * were called inactive; i = inactive; ? = inconclusive; · = no result given; [ ] = another dose, or the depositor's remark. Unless noted, calls follow the shape of the dose curve; as a rule, active = well fitted curve in the direction sought with a large enough effect; inconclusive = small, poorly fitted or top-dose-only effect, or another doubt; inactive = no such curve, though single readings can be large; an effect the other way counts as inactive or inconclusive.

Every second line gives: PGK inhibitor | Pin1 inh | JMJD2A Tudor | HP1b binding inh | G9a inh | BAZ2B block | ERG Ets-DNA blk | GLS inhibitor | PI4K2A inh
- O=C(Nc1cccc2ccccc12)c1ccc([N+](=O)[O-])o1
    -6% | 3% | -27% | -1% | · | -5% | 14% | 11% | 2
- COc1ccc([C@H]2CC(=O)C=C(c3ccc(C)cc3)C2)cc1OC
    -7% | 0% | -29% | 19% | -4%[0.501 µM] | -33% | -5% | -4% | 2
- O=C(NCc1ccco1)C1(S(=O)(=O)c2ccc(Cl)cc2)CC1
    0% | 8% | -12% | 5% | -1%[12.7 µM] | 3% | 4% | 10% | 0
- COc1ccc(Cn2c(=O)[nH]c3cc(C(=O)NCCCN4CCCCCC4)ccc3c2=O)cc1
    5% | 5% | 14µM* | 1% | 56µM* | -24% | -1% | -2% | 4
- COCCCn1cnc2c(c1=O)c1nc3ccccc3nc1n2-c1ccc(C)cc1
    -1% | 1% | -9% | 15% | 11% | 12% | 2% | 6% | 6
- CC(C)(C)NC(=O)C(c1ccc(O)cc1)N(Cc1ccco1)C(=O)Cn1nnc(-c2cccs2)n1 (stereo unspecified)
    1% | 0% | ? | 2% | 20µM* | -32% | · | 9% | -2
- CCn1c(O)c(N=NC(=O)CNC(=O)c2ccccc2F)c2ccccc21
    i | 3% | -1% | 33% | 6%[59 µM] | -22% | -7% | -13% | 5
- Cc1cc(Nc2ccccc2Br)n2nc(C)nc2n1
    3% | 3% | ? | 11% | ? | -23% | -10% | 2% | 2
- O=C(COc1cccc(F)c1)NNC(=O)Cc1ccc(S(=O)(=O)N2CCOCC2)s1
    -2% | 5% | 3% | 41%[activator] | ? | 2% | -6% | 2% | -2
- Cc1nc(C(=O)N(C)C)nn1-c1cc(Cl)cc(Cl)c1
    6% | -10% | -16% | 6% | · | -25% | 10% | 6% | 4
- CN(C)S(=O)(=O)c1cccc(C(=O)Nc2cc(Cl)cc(Cl)c2)c1
    -8% | ? | -4% | 12% | 2%[59 µM] | 3% | 2% | 8% | 3
- Cc1cccc(OC2CCN(Cc3nc(CC4CC4)no3)CC2)c1
    8% | -2% | 13% | 53%[activator] | 59%[activator] | 3% | 1% | 2% | -1
- CCSc1nnc(-c2cc(Br)ccc2N)c(=O)[nH]1
    -1% | -15% | -18% | 37% | -33% | -23% | 7% | 7% | -7
- COc1ccc(C(=O)OCC(=O)NCCCc2ccccc2)cc1OC
    -7% | -6% | -8% | 20% | 6% | -2% | -2% | -17% | 1
- Cc1cc(NC(=O)COc2ccccc2)cc(-c2nc3ccccc3o2)c1O
    0% | 0% | 3% | 21% | -35%[59 µM] | -9% | -4% | -14% | -9
- Nc1nccc(/C=C/c2c(Cl)cccc2Cl)n1
    0% | 1% | 0% | 18% | -11% | -17% | 10% | -6% | 0
- Cc1cc(N/C(=N\S(=O)(=O)c2ccc(F)cc2F)c2ccccc2)no1
    0% | 5% | -14% | 27% | -41%[59 µM] | 2% | -6% | 0% | 1
- COCCCNC(NC(=O)c1ccc(Cl)cc1)C(Cl)(Cl)Cl (stereo unspecified)
    0% | 2% | -3% | 25% | 15%[59 µM] | 3% | -15% | 11% | -3
- CCOc1ccc(OCCC(=O)OCC(=O)N2CCN(S(=O)(=O)c3ccc(C)cc3)CC2)cc1
    -1% | -3% | -14% | 33% | 56µM* | -21% | 2% | 8% | 6
- CCN1CCN(c2ccc(S(=O)(=O)N3CCCCC3)cc2NC(=O)c2cccc(C)c2)CC1
    -2% | 4% | -34% | -8% | 50µM* | -34% | 6% | 2% | 0
- COc1ccc(CNc2ncc(-c3ccc(Cl)cc3)n2C)c(OC)c1OC
    -3% | -10% | 25µM* | ? | 71µM* | ? | 10% | 2% | -5
- CCC1CCc2c(sc(NC(=O)C3c4ccccc4Oc4ccccc43)c2C(=O)OC)C1 (stereo unspecified)
    9% | 54%[activator] | -20% | 7% | -39%[59 µM] | -22% | 6% | 0% | -2
- COc1ccc(CC(=O)Nc2ccc3nc(Nc4ccc(OC)cc4)cc(C)c3c2)cc1
    -7% | 12% | -1% | 45%[activator] | 2%[59 µM] | -1% | -1% | -2% | 10
- CC(C)c1cccc(OCCCCN(C)C)c1
    i | -3% | ? | ? | 4µM* | ? | 12% | 5% | 1
- COc1ccc(S(=O)(=O)N2CCCCCC2)cc1NC(=O)Cc1n[nH]c(=O)c2ccccc12
    -3% | 5% | -23% | 9% | ? | 3% | -6% | 0% | -1
- O=C(NC(=S)Nc1ccc(O)cc1)c1ccccc1Cl
    1% | -1% | -18% | 33% | ? | ? | -3% | -6% | -18
- Cc1ccc(N=C2SC(C(=O)O)CC(=O)N2C)cc1C (stereo unspecified)
    i | -4% | 5% | 43%[activator] | -5% | 6% | -7% | 1% | 0
- O=C(CN1C(=O)c2cccnc2Oc2ccc(Cl)cc21)NCCCN1CCCCC1
    i | 1% | -9% | 24% | -2%[59 µM] | -2% | -22% | 0% | -3
- CCCCN1CCCc2cc(CN(CCCN3CCOCC3)C(=O)Nc3ccc(CC)cc3)ccc21
    -9% | -2% | 7.9µM* | -13% | 8.9µM* | ? | -6% | -18% | 4
- CCOC(=O)C1=C(CNCc2ccc(C)cc2)NC(=O)NC1c1ccc(OC)cc1 (stereo unspecified)
    -1% | -1% | -25% | 27% | 25%[59 µM] | -7% | -10% | -1% | -4

Continuation.
compound,PGK inhibitor,Pin1 inh,JMJD2A Tudor,HP1b binding inh,G9a inh,BAZ2B block,ERG Ets-DNA blk,GLS inhibitor,PI4K2A inh
Cc1oc(-c2cccs2)nc1CN1CCN(CCC(C)C)C(CCO)C1 (stereo unspecified),6%,35%[activator],-15%,21%,-10%[12.7 µM],-31%,5%,14%,4
CCC(C)Nc1nc2c(c(=O)n(C)c(=O)n2C)n1C (stereo unspecified),-1%,1%,-9%,21%,-28%,-1%,13%,?,-5
O=C(COC(=O)c1cnccn1)NCCc1ccc(Cl)cc1,10%,5%,-11%,28%,?,5%,-1%,0%,-8
CCn1nc(C)c(CN2CCN(Cc3ccsc3)C(CCO)C2)c1C (stereo unspecified),-2%,-5%,-6%,30%,-3%,-16%,36%[activator],19%,-1
COc1ccc(C(=O)OCC(=O)c2c(N)n(C)c(=O)n(C)c2=O)c(OC)c1OC,10%,0%,-1%,34%,·,·,-4%,-1%,-12
O=C1CC(N2CCN(c3ccccc3O)CC2)C(=O)N1Cc1ccccc1 (stereo unspecified),i,3%,-17%,28%,-24%,-20%,4%,27%,-3
Cc1ccc(-c2csc(=S)n2CC(=O)OCC(=O)NCc2ccco2)cc1,5%,-1%,-34%,-9%,-16%[59 µM],-38%,-3%,8%,-4
Cc1nc2ccccc2c2nc(N)nn12,1%,1%,1%,24%,4%[59 µM],1%,3%,-5%,-20
COc1cccc(CNC(=O)c2ccc(NC(=O)N3CC(C)Sc4ccccc43)cc2)c1 (stereo unspecified),-4%,22%,1%,46%[activator],8%[59 µM],0%,-2%,-8%,6
O=Nc1c(-c2ccccc2)cc2ccccn12,i,1%,-36%,7%,40µM*,79µM*,11%,0%,-3
CC(O)c1cccc(NC(=O)Nc2cccc(NC(=O)Nc3cccc(C(C)O)c3)c2)c1 (stereo unspecified),i,-3%,-10%,20%,10%,-25%,0%,-6%,4
CCN1CCN(C2=C(NS(=O)(=O)c3ccc(NC(C)=O)cc3)C(=O)c3ccccc3C2=O)CC1,-4%,15%,7%,30%,?,?,0%,-9%,-13

Reprinted at random: two compounds from above.
compound,PGK inhibitor,Pin1 inh,JMJD2A Tudor,HP1b binding inh,G9a inh,BAZ2B block,ERG Ets-DNA blk,GLS inhibitor,PI4K2A inh
O=C1CC(N2CCN(c3ccccc3O)CC2)C(=O)N1Cc1ccccc1 (stereo unspecified),i,3%,-17%,28%,-24%,-20%,4%,27%,-3
Cc1oc(-c2cccs2)nc1CN1CCN(CCC(C)C)C(CCO)C1 (stereo unspecified),6%,35%[activator],-15%,21%,-10%[12.7 µM],-31%,5%,14%,4

Some of the entries so far, with the structure last:
PGK inhibitor,Pin1 inh,JMJD2A Tudor,HP1b binding inh,G9a inh,BAZ2B block,ERG Ets-DNA blk,GLS inhibitor,PI4K2A inh,SMILES
5%,-1%,-34%,-9%,-16%[59 µM],-38%,-3%,8%,-4,Cc1ccc(-c2csc(=S)n2CC(=O)OCC(=O)NCc2ccco2)cc1
1%,1%,1%,24%,4%[59 µM],1%,3%,-5%,-20,Cc1nc2ccccc2c2nc(N)nn12

Screens (PubChem)
